Screening results as filed in PubChem BioAssay.
MEKK3 PB1 HTS: MEKK3-MEK5 PB1 interaction, increase or decrease. Q99759. bead-based flow cytometry, Alexa488-MEK5 binding to MEKK3; actives lie on both sides; 0 = blocked by unlabeled MEK5, 100 = vehicle. binding response (% of control), % at 10 µM. 290,000 compounds, 1.4% hits. AID 1529;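 active = binding response more than 3 SD above or below the average of its plate-row segment, actives on both sides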;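 also: Alexa488 bead fluorescence after subtracting the streptavidin-only scavenger bead signal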
Target sequence (Q99759 whole entry, looked up): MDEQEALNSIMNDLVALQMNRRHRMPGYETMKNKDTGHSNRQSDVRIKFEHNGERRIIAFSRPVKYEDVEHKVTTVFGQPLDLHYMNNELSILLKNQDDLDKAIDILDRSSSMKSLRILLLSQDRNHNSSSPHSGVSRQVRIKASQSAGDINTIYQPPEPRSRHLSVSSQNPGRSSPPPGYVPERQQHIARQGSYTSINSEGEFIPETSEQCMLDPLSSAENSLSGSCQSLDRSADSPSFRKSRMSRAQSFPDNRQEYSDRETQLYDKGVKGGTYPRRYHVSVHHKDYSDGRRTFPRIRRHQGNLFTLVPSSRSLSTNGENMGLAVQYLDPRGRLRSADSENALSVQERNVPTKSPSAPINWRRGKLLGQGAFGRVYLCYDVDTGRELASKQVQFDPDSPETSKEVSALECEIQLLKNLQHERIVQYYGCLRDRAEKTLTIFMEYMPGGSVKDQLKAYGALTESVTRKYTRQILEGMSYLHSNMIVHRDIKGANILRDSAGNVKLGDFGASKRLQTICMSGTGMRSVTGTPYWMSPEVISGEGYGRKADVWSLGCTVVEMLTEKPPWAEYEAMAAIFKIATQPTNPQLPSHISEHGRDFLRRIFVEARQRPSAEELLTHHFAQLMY
FID counter: fluorescent intercalator displacement, NS3 helicase counter-screen. DNA fluorescent intercalator displacement, fluorescence. inhibition, % at 7.9 µM. 290,000 compounds, 0.17% hits; in the data active = inhibition above about 37%;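 also: 0% = vehicle and 100% = reference compound; higher means more ethidium bromide displaced from hairpin DNA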
NS3 helicase inh: blocks Hepatitis C virus NS3 helicase unwinding; NS3 helicase DNA unwinding, Cy5 molecular beacon fluorescence; AID 1800; 290,000 compounds, 0.56% hits; inhibition, % at 10.9 µM;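 active = inhibition above the mean of all tested compounds plus 3 SD, set per campaign, cut at about 35% in these data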;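 also: 0% = DMSO wells and 100% = thioflavine S control wells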
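System: HCV NS3 helicase fragment; control set: DMSO and thioflavine S; technique: Cy5 fluorescence at 0 and 60 min, beacon hairpin quenching; reagent: beacon DNA duplex substrate plus ATP; replicates: singlicate; schedule: 1 h reaction at 25 °C, ATP-initiated; medium: MOPS buffer pH 6.5 with MgCl2, DTT, Tween20, BSA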
CRFBP-R2 block: CRF-BP/CRF-R2 complex antagonism. HEK293 CRF-R2/CRF-BP, CRF-induced calcium fluorescence. inhibition, % at 11.8 µM. 350,000 compounds, 0.59% hits. AID 588475;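 active = inhibition of the ligand-induced calcium signal above about 50% at the single tested concentration, limit read from the data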
SUMO HTRF inh: blocks human SUMOylation mediated by UBC9 | P63279 | HTRF SUMOylation assay, SAE1/SAE2 + UBC9, in vitro | inhibition, % at 35 µM | 290,000 compounds, 0.36% hits; in the data active = inhibition above about 50%, passing the limit was not always enough; also: strong numbers were not always called active
Target sequence (P63279 whole entry, looked up): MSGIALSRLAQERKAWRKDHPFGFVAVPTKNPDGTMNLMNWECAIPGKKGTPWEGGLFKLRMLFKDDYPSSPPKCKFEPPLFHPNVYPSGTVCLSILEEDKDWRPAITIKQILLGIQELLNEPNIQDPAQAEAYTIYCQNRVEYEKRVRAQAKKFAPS
MEKK2mut PB1 HTS: signal of MEK5 binding to mutant human MEKK2 PB1 domain | 290,000 compounds, 0.35% hits | bead flow cytometry, Alexa488-MEK5 binding to MEKK2 mutant | percent response, % at 10 µM | AID 1530; in the data active = percent response above about 24%, passing the limit was not always enough; also: inactives centre near 1; some results filed as inactive read as strong as hits
GalR3 antagonist: antagonists of human GalR3. HEK293 GalR3-CNG cAMP membrane potential fluorescence; galR3 body fused to GalR1 C-terminus. 360,000 compounds, 0.44% hits. inhibition, % at 3 µM. AID 651719;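 active = inhibition above the screen-wide average plus 3 SD, cut at about 13% in these data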;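 also: forskolin and galanin both at EC90 stimulate the cells; cAMP rise reported by CNG channel membrane potential dye signal; 0% = forskolin plus galanin with DMSO and 100% = forskolin alone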
MEKK2 WT-MEK5: raises or lowers MEK5 binding to wildtype human MEKK2 PB1 domain | 290,000 compounds, 1.1% hits | Q9Y2U5 | binding response (% of control), % at 10 µM | bead flow cytometry, Alexa488-MEK5 binding to MEKK2 WT; actives lie on both sides; in the data active = binding response below about 67% or above about 130%
CRFR2-BP ag: agonists of human CRF-binding protein/CRF-R2 receptor complex | HEK293 CRF-R2/CRF-BP, calcium dye fluorescence (FLIPR); percent of saturating CRF peptide response | 350,000 compounds, 0.46% hits | AID 588473 | activation, % at 13.2 µM;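 active = activation of at least 50%, plus an integration ratio under a set limit after plate pattern correction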;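 also: plate controls were neutral control wells without compound for no effect and CRF at EC100 for full effect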
Numbers without * were called inactive; · = not tested or not shown.

Preview, three compounds:
Order of values: MEKK3 PB1 HTS	FID counter	NS3 helicase inh	CRFBP-R2 block	SUMO HTRF inh	MEKK2mut PB1 HTS	GalR3 antagonist	MEKK2 WT-MEK5	CRFR2-BP ag
COc1ccc(-c2cc(C(F)(F)F)nc(NCc3ccco3)n2)cc1OC
    99	-11	3	-12	13	-4	·	97	-0.2
Cc1cc(Br)c2c(c1)C1(OCCO1)C(=O)N2
    104	-2	-9	-12	6	7	-9	107	-1.3
CCS(=O)(=O)N1CCN(c2ccc(C(=O)NC3C4CC5CC(C4)CC3C5)cc2[N+](=O)[O-])CC1 (stereo not drawn)
    96	2	6	-6	-14	9	1	102	-0.5

The whole of this part, from the start:
Order of values: MEKK3 PB1 HTS	FID counter	NS3 helicase inh	CRFBP-R2 block	SUMO HTRF inh	MEKK2mut PB1 HTS	GalR3 antagonist	MEKK2 WT-MEK5	CRFR2-BP ag
COc1ccc(-c2cc(C(F)(F)F)nc(NCc3ccco3)n2)cc1OC
    99	-11	3	-12	13	-4	·	97	-0.2
Cc1cc(Br)c2c(c1)C1(OCCO1)C(=O)N2
    104	-2	-9	-12	6	7	-9	107	-1.3
CCS(=O)(=O)N1CCN(c2ccc(C(=O)NC3C4CC5CC(C4)CC3C5)cc2[N+](=O)[O-])CC1 (stereo not drawn)
    96	2	6	-6	-14	9	1	102	-0.5
Nc1ccn(Cc2cccc(F)c2)n1
    105	1	8	-1	3	-8	0	98	-1.1
O=S(=O)(NCc1csc(-c2cccnc2)n1)c1ccc(Br)cc1
    97	-19	4	10	12	1	0	99	0.0
CC1(C)CC(NC(=O)COc2ccc([N+](=O)[O-])cc2)CC(C)(C)N1
    101	2	-2	25	11	-1	-5	98	-2.4
CCOC(=O)c1sc(NC(=O)CCCCCN2C(=O)c3cccc4cccc(c34)C2=O)nc1C
    84	-2	-7	9	2	-9	-3	87	1.3
CCC(CO)NCc1ccc(OCC(=O)Nc2cccc(C(F)(F)F)c2)c(OC)c1 (stereo not drawn)
    100	19	-13	-31	-12	0	-10	101	2.2
COc1ccc(-c2nn(-c3ccccc3)cc2C#N)cc1
    101	-2	-6	9	14	1	-6	99	6.0
Cc1ccc(/C=N/NC(=O)CNC(=O)COc2ccccc2)o1
    100	-3	12	-5	-22	12	-7	102	-0.6
Cc1cccc(C)c1NC(=O)C(c1ccccc1)N1CCN(C(=O)c2ccco2)CC1 (stereo not drawn)
    98	-22	-8	2	10	-2	-4	96	-1.9
Cc1[nH]n(-c2ccccc2)c(=O)c1/C=N/N(c1ccccc1)c1ccccc1
    102	1	-5	13	-5	-11	-1	84	0.3
NC(=O)c1ccccc1NC(=O)CC1(CC(=O)O)CCCC1
    101	-4	1	0	5	-1	0	103	0.8
CCC(C(=O)O)n1c(C(F)(F)F)nc2ccccc21 (stereo not drawn)
    103	2	0	9	-1	4	-3	102	3.0
COc1ccc(C2N(C(C)=O)CCN2S(=O)(=O)c2ccc(C)cc2)cc1 (stereo not drawn)
    103	-19	-8	18	-3	-2	0	103	-1.3
O=C(Cn1nnc2ccccc21)c1ccc([N+](=O)[O-])cc1
    104	4	0	8	23	2	4	103	-2.8
C/C(=N\O)c1c(C)c2ccccc2n1C
    106	-3	0	7	28	3	-3	107	0.3
C=CCn1c(SCC(=O)c2[nH]c(C)c(C(=O)OCC)c2C)nc2scc(-c3ccc(OC)cc3)c2c1=O
    98	2	7	2	6	-1	-1	96	0.3
O=C(OCCCOc1ccc(F)cc1)c1ccc(O)cc1O
    106	-9	-3	7	-8	7	0	103	-0.9
O=C1CC(N2CCOCC2)C(=O)N1c1ccccc1Cl (stereo not drawn)
    99	0	0	-4	-12	1	-4	103	0.3
Fc1ccc(C[n+]2csc3ccccc32)cc1
    99	-12	-1	-30	11	4	-6	103	1.8
CCOc1ccc(OCC)c(S(=O)(=O)N2CCCCC2)c1
    99	-18	-18	-7	20	-4	-5	98	0.8
Cc1ccc(C(=O)N/N=C\c2cc3c(cc2Br)OCO3)cn1
    102	-12	-11	6	-1	2	-8	102	1.0
Cc1nc(-n2nnc3cc(C)c(C)cc32)c2c3c(sc2n1)CCCC3
    99	2	5	-22	12	0	-3	100	0.4
COc1cc2c(cc1OC)C(c1cccc([N+](=O)[O-])c1)N(C(=O)c1ccccc1C(=O)O)CC2 (stereo not drawn)
    88	-1	-3	-3	0	-3	-1	90	-0.2
NS(=O)(=O)c1ccc(NC(=O)CN2C(=O)CCC2=O)cc1
    105	1	-7	-4	15	-1	-2	108	2.2
Cc1c(Cl)cccc1NC(=O)Nc1cccnc1
    106	-2	7	9	13	2	-1	107	-1.9
O=C(/C=C/c1ccccc1)NCCSc1ccc(Cl)cc1
    105	-12	-9	-15	-4	6	-2	107	0.2
CC1CN(c2ccc(NS(=O)(=O)c3ccccc3)cc2C(=O)O)CC(C)O1 (stereo not drawn)
    100	-7	12	2	30	-1	3	97	-2.4
COCCN(CCOC)c1nc(-c2ccccc2)nc2ccccc12
    104	-6	-3	-11	7	-1	-4	108	2.2

(next part)
Order of values: MEKK3 PB1 HTS	FID counter	NS3 helicase inh	CRFBP-R2 block	SUMO HTRF inh	MEKK2mut PB1 HTS	GalR3 antagonist	MEKK2 WT-MEK5	CRFR2-BP ag
Cc1ccc(/C=C/C(=O)OCC(=O)N2CC(=O)Nc3ccccc32)o1
    96	-50	26	-31	7	4	2	96	-1.0
O=C(N/N=C/C(Br)=C\c1ccccc1)c1ccc2nc[nH]c2c1
    121	-3	-8	-33	0	0	2	101	2.6
COc1cc2oc3ccccc3c2cc1N(CC(=O)N(C)C)S(=O)(=O)c1ccc(C)cc1
    92	-31	-12	7	-10	-5	-2	88	1.4
Cc1ccc(C(=O)OCC(=O)c2c[nH]c3ccccc23)cc1S(=O)(=O)N1CCCCC1
    101	3	6	-6	-16	1	-1	108	-0.4
COc1cc(NC(=O)CCn2c(=S)oc3ccccc32)cc(OC)c1OC
    113	-19	-15	9	25	14	-8	108	-2.0
COc1ccc(CNC(=O)CCCN2C(=O)c3ccccc3C2=O)cc1
    119	-6	-1	-7	-12	1	-1	110	-0.3
CCn1cc(C(=O)Nc2ccc(F)c(F)c2)cn1
    106	1	3	8	-18	2	-8	105	-0.3
Cn1cc(C(=O)Nc2ccc(F)c(F)c2)cn1
    97	-4	3	5	13	0	1	102	0.5
CC(CCc1ccccc1)NC(=O)C(=O)c1c[nH]c2ccccc12 (stereo not drawn)
    105	-15	-16	4	-13	2	-4	102	9.5
Cc1nc(C)c(-c2ccc(SCC(=O)Nc3cccc(Cl)c3)nn2)s1
    102	-16	-7	10	-11	6	0	103	2.8
Cc1ccc2nc(NCC(=O)O)nc(-c3ccccc3)c2c1
    100	-7	-5	0	24	3	-4	101	-2.3
COc1ccc(CCNC(=O)c2ccc3nc[nH]c3c2)cc1
    101	-12	0	2	-7	-4	1	102	1.4
COCCNC(=S)N1CCN(S(=O)(=O)c2ccc(Cl)s2)CC1
    100	-12	6	13	1	5	-1	102	-0.3
Cc1cc(C)c[n+](-c2nc3ccccc3nc2[N-]S(=O)(=O)c2ccc(Br)s2)c1
    117	-35	-7	-12	4	2	-5	100	42
CC(C(=O)O)N1C(=O)/C(=C/c2cccn2C)SC1=S (stereo not drawn)
    90	0	15	21	17	0	1	105	6.3
COC(=O)c1cc2c(N)c(C(=O)c3ccc(Cl)cc3)sc2nc1C(OC)OC
    100	-6	-10	-5	0	-6	-3	93	5.6
CC(/C=N/n1c(-c2ccc(C)cc2)n[nH]c1=S)=C\c1ccco1
    97	-11	27	-14	19	7	-4	108	-6.2
COc1cc(/C=C/C(=O)OCC(=O)Nc2ccc(C)c(S(=O)(=O)N3CCCCC3)c2)ccc1O
    147*	-15	-4	36	-23	0	-5	108	1.2
O=C(N/N=C/c1cc(Br)cs1)c1ccccc1[N+](=O)[O-]
    109	-1	0	-5	1	-2	-3	103	-2.8
CC(C)COc1ccc2[nH]c3c(c2c1)CCCC3=O
    86	-1	-1	0	13	-8	-1	94	-1.2
CCOc1ccc(S(=O)(=O)N2CCN=C2c2ccccc2)cc1
    97	-9	-2	-6	-2	2	-3	103	-4.2
CCN(CC)S(=O)(=O)c1ccc(Cl)c(NC(=O)c2cc(Cl)cc(Cl)c2)c1
    96	5	4	53*	8	-2	2	94	1.5
COc1ccc(-c2cc(C(F)(F)F)nc(SCCC(=O)N3CCN4CCCC4C3)n2)cc1 (stereo not drawn)
    104	16	-24	-11	-1	15	-4	114	-1.0
CC1(c2ccc([N+](=O)[O-])cc2)NC(=O)NC1=O (stereo not drawn)
    106	-4	8	-3	14	3	-9	108	0.1
CC(=O)Nc1ccc(NC(=O)CCCn2cnc3ccccc3c2=O)cc1
    96	-6	12	11	-4	-3	-2	95	-0.5
Cn1c(CNC(=O)c2ccc3c(c2)OCO3)nnc1SCC(=O)Nc1ccc(F)cc1
    103	-17	1	21	17	2	-9	102	-2.2
COc1ccc(S(=O)(=O)N(C)c2ccc(C(=O)NC3CC3)cc2)cc1
    100	-19	4	-3	-5	-4	-3	100	0.6
C=CCn1c(COc2ccccc2)nnc1SCC(=O)C(C)(C)C
    104	-30	6	15	-13	4	3	105	-3.4
C[C@@H](NC(=O)[C@@H]1Cc2ccccc2CN1)C(=O)Nc1ccc2c(c1)OCCO2
    97	7	1	0	-10	-3	-1	100	-3.7
Cc1cc(Cl)ccc1NC(=O)c1ccc2c(c1)CCN2S(C)(=O)=O
    108	-17	-6	1	21	8	-9	107	0.1

Looked up by compound from above (three):
Order of values: MEKK3 PB1 HTS	FID counter	NS3 helicase inh	CRFBP-R2 block	SUMO HTRF inh	MEKK2mut PB1 HTS	GalR3 antagonist	MEKK2 WT-MEK5	CRFR2-BP ag
COc1cc(NC(=O)CCn2c(=S)oc3ccccc32)cc(OC)c1OC
    113	-19	-15	9	25	14	-8	108	-2.0
COc1ccc(-c2cc(C(F)(F)F)nc(SCCC(=O)N3CCN4CCCC4C3)n2)cc1 (stereo not drawn)
    104	16	-24	-11	-1	15	-4	114	-1.0
Cc1ccc(/C=C/C(=O)OCC(=O)N2CC(=O)Nc3ccccc32)o1
    96	-50	26	-31	7	4	2	96	-1.0

The list is partial; the hit share may differ from the screen's.
